Bioassay records: PubChem BioAssay, several laboratories
COUP-TFII inh: blocks human COUP-TFII nuclear receptor; AID 686940; HEK293T NGFI-A luciferase reporter, luminescence; inhibition, % at 8.6 µM; P24468; 370,000 tested, 0.7% active;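 active = inhibition above a per-plate cutoff, mean inhibition of test wells between control levels plus 3 SD, cut at about 38% in these data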;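 also: cells cotransfected with COUP-TFII expression vector driving the NGFI-A reporter; 0% = median of COUP-TF2 test wells and 100% = reporter-only cells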
LRH-1 inv ag: inverse agonists of human LRH-1 (NR5A2) | O00482 | HEK293T StAR-luciferase reporter, LRH-1 transfected, 24 h | inhibition, % at 3.6 µM | 360,000 tested, 0.13% active;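 active = inhibition above the mean inhibition of all tested compounds plus 3 SD, cut at about 73% in these data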;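 also: 0% = DMSO wells and 100% = reporter-only cells lacking LRH-1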
Target sequence (O00482 whole entry, looked up): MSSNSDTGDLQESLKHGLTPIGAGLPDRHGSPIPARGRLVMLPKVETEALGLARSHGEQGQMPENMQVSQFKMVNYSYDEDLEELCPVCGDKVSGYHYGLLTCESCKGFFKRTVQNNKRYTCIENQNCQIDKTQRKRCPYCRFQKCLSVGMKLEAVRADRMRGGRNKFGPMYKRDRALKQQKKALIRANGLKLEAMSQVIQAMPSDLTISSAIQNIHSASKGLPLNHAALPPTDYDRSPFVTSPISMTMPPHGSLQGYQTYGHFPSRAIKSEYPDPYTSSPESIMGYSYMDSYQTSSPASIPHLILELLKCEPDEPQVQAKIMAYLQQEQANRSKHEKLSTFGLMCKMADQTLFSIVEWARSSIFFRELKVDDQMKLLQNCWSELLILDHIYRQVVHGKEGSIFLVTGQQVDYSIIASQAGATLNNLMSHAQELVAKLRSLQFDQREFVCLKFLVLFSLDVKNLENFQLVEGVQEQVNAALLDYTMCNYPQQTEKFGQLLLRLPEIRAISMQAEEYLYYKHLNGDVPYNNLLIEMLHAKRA
NCOA1 inh: inhibitors of human steroid receptor coactivator 1 (SRC1) | Q15788 | HEK293 GAL4-SRC1 luciferase reporter, luminescence | inhibition, % at 3.6 µM | 360,000 tested, 0.12% active;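 active = inhibition above the campaign mean plus 3 SD, with each screening campaign given its own cutoff, cut at about 60% in these data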;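 also: 0% = DMSO treated cells and 100% = gossypol at 36 µM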
TLR9-MyD88 block: TLR9-MyD88 interaction inhibition; Q9NR96+Q99836; 340,000 tested, 0.21% active; CHO BLA complementation TLR9-MyD88, CCF4 FRET ratio; inhibition, % at 4.98 µM;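 active = inhibition above the mean over all tested compounds plus 3 SD, cut at about 21% in these data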;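 also: 0% = DMSO only wells and 100% = clavulanate BLA inhibitor control wells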
SRC2 inh: human SRC2 (NCOA2) inhibition; AID 651957; Q15596; inhibition, % at 9 µM; HEK293 GAL4-SRC2 luciferase reporter, luminescence; 370,000 tested, 0.17% active;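 active = inhibition above the mean inhibition of all tested compounds plus 3 SD, set per campaign, cut at about 52% in these data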;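 also: 0% = DMSO treated cells and 100% = cells given Gossypol at 36 µM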
LMP1 NFkB inh: inhibitors of Epstein-Barr LMP1-induced NF-kappaB reporter; LMP1-induced NF-kappaB luciferase reporter cells, luminescence; inhibition, % at 12.5 µM; 350,000 tested, 0.69% active; AID 504558; in the data active = inhibition above about 41%;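 also: 0% = neutral control wells and 100% = reference inhibitor control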
NOD2-RIPK2 inh: NOD2-RIPK2 protein interaction inhibition; O43353; CHO BLA complementation NOD2-RIPK2, CCF4 ratio; inhibition, % at 4.98 µM; 360,000 tested, 0.38% active; AID 624267; in the data active = inhibition above about 21%;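 also: 0% = vehicle only and 100% = reference blocker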
Target sequence (O43353 whole entry, looked up): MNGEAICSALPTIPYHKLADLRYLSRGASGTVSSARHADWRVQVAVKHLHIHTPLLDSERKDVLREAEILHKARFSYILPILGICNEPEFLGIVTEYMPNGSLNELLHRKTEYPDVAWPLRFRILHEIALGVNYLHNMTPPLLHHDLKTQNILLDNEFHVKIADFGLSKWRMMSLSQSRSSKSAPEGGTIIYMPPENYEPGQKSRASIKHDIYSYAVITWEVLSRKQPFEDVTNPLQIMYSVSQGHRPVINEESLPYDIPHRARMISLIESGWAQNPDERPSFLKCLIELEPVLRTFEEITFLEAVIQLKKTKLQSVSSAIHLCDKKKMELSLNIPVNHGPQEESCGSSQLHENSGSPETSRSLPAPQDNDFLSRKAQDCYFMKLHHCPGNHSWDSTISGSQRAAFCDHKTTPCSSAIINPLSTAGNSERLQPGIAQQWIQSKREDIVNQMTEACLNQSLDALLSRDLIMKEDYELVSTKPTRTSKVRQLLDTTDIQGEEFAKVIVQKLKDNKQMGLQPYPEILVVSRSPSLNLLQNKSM
TRAIL sens C8: caspase-8 TRAIL sensitization; NB7+C8 cells + TRAIL, ATPlite viability luminescence; inhibition (viability loss, TRAIL sensitization), % at 10 µM; 360,000 tested, 1% active;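 active = compounds causing at least 50% loss of cell viability in the single-dose screen, relative to plate controls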
TROY NFkB inh: blocks TROY-dependent signaling in reporter cells; Q293 LMP1-TROYcd NF-kB luciferase reporter, 4 h; inhibition, % at 10 µM; 360,000 tested, 0.98% active;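 active = compounds whose plate-normalised and pattern-corrected inhibition of the luciferase reporter signal at the single screening dose is 50% or more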
Vif inh: inhibitors of HIV Vif; 340,000 tested, 0.35% active; inhibition, % at 7.49 µM; HEK293T cells, Vif self-association by quenched fluorescence, imaging, 24 h; in the data active = inhibition above about 50%, passing the limit was not always enough; also: some results filed as inactive read as strong as hits
NCOA3 inh: inhibitors of human steroid receptor coactivator 3 (SRC3). AID 588352. Q9Y6Q9. inhibition, % at 3.6 µM. 360,000 tested, 0.17% active. HEK293 GAL4-SRC3 luciferase reporter, luminescence;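 active = inhibition above a per-campaign cutoff, the mean of all compounds plus 3 SD, cut at about 60% in these data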;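 also: 0% = DMSO-treated cells and 100% = gossypol-treated cells at 36 µM; higher means less SRC3-driven luciferase light from the GAL4 reporter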
An asterisk follows results filed as active; / = no result given. Not all compounds are listed. The share of hits here may be higher or lower than overall.

mol | LMP1 NFkB inh | TROY NFkB inh | Vif inh | LRH-1 inv ag | NOD2-RIPK2 inh | SRC2 inh | TLR9-MyD88 block | COUP-TFII inh | NCOA1 inh | TRAIL sens C8 | NCOA3 inh
O=C(CCNS(=O)(=O)c1ccc(F)c(Cl)c1)NCc1ccccc1F | 1.1 | -10.6 | 3.2 | 5.1 | 2.8 | 5.3 | -15.9 | 22.2 | -23.8 | -7.0 | 9.6
COc1ccc(NC(=O)CSc2sc3c(O)cc(=O)[nH]c3c2C#N)c(OC)c1 | 1.6 | -18.5 | 37.6 | 41.0 | -10.4 | -7.2 | -3.5 | -5.2 | -0.5 | 3.7 | 1.9
Cc1ccccc1OCCC(=O)OCC(=O)Nc1ccc2[nH]c(=O)[nH]c2c1 | -0.3 | -18.7 | -3.1 | 25.3 | 4.2 | 10.2 | 6.0 | -15.6 | 6.4 | 1.8 | -34.4
CC(=O)NC(c1cccc(F)c1)c1nc(-c2ccccc2C)cs1 (centres undefined) | / | -6.0 | 0.3 | -6.9 | 2.1 | -2.7 | / | 3.7 | 3.5 | -4.7 | 5.9
CCc1cccc(CC)c1-n1c(SCC(=O)N2CCc3ccccc32)nc(O)cc1=O | -33.5 | 10.3 | 7.2 | 20.4 | -2.5 | 17.2 | -2.9 | 4.9 | 2.0 | 0.3 | -16.4
Cc1cc(C)c(C)c(S(=O)(=O)NCC(=O)Nc2ccccc2F)c1C | 6.6 | 2.8 | -0.1 | 9.5 | 9.6 | 19.8 | 5.0 | -6.3 | -1.6 | 7.5 | -19.3
O=C(N/N=C/c1sc(N2CCCCC2)nc1-c1cccs1)c1cccnc1 | 23.1 | 5.7 | 23.6 | 17.6 | 16.3 | 19.9 | 2.5 | 0.0 | 16.6 | 16.6 | 6.7
CCN(C(=O)CN1CCOCC1)C1(C)C(=O)c2ccccc2C1=O | 7.6 | -9.6 | -5.3 | 1.3 | -3.0 | -9.8 | 5.4 | -12.2 | 3.7 | -4.4 | -3.3
Cc1ccc(C(=O)NNC(=O)c2ccc(S(=O)(=O)N(C)c3ccccc3)cc2)cc1 | 7.3 | -5.5 | -2.9 | -9.7 | -0.8 | -19.6 | -7.3 | 2.6 | -17.5 | -16.7 | 11.2
O=C(O)c1ccc(Cl)c(S(=O)(=O)N(Cc2ccccc2)c2ccccc2)c1 | -2.8 | -5.9 | 12.0 | 9.2 | -15.2 | -5.8 | -3.4 | -10.8 | -6.3 | 10.7 | 1.2
CC(NC(=O)NC1CCCCC1)C(c1cccs1)N1CCN(c2ccccc2)CC1 (centres undefined) | 2.0 | 5.1 | / | 14.6 | -6.7 | 17.1 | -3.1 | 2.2 | 3.8 | -1.8 | 8.9
O=C1CCC(=O)N1OCCOc1ccc(Cl)c2ccccc12 | -5.4 | -28.2 | 4.6 | -0.5 | 1.9 | 10.3 | 3.6 | 13.8 | -4.0 | -6.8 | 6.4
COc1cccc(-n2c(N)cc(=O)nc2SCC(=O)Nc2cc(C)on2)c1 | 7.6 | -40.6 | -1.8 | 0.8 | 4.7 | -5.5 | -7.5 | 4.5 | -1.7 | -18.2 | 0.9
CCN1CCN(C(=O)C2CCN(S(=O)(=O)c3ccc(Br)cc3)CC2)CC1 | -2.1 | -11.9 | -9.0 | 28.0 | -15.8 | 6.6 | -0.3 | -3.7 | 5.1 | -5.3 | -4.8
CC(C)NC(=O)N(C)C[C@H]1OCc2cnnn2CCCC(=O)N([C@H](C)CO)C[C@@H]1C | 4.4 | -4.9 | 6.9 | 23.7 | -21.6 | 6.5 | 1.0 | 9.8 | -8.9 | -5.9 | 12.8
Cc1ccc2cc(CN(CC3CCCO3)C(=O)Nc3ccccc3F)c3nnnn3c2c1 (centres undefined) | -16.2 | 0.0 | 13.1 | -39.9 | -0.1 | -13.1 | 8.1 | -4.0 | -89.4 | -9.0 | -25.5
CCOC(=O)c1cnc(-c2ccc(C(F)(F)F)cn2)[nH]c1=O | / | 0.5 | -1.6 | -0.8 | 3.1 | -22.9 | / | 15.9 | 4.0 | 3.2 | 20.1
CN(C(=O)CN(C)S(=O)(=O)c1ccc(F)cc1)c1c(N)n(Cc2ccccc2)c(=O)[nH]c1=O | -1.1 | 0.7 | 6.6 | -0.1 | -1.2 | -12.0 | -0.5 | -8.7 | 6.6 | -7.6 | 8.3
COC(CN(C(=O)CCl)C(C(=O)NC1CCCCC1)c1ccccc1C)OC (centres undefined) | 4.9 | -3.4 | 0.2 | 18.9 | -6.4 | 30.3 | -9.6 | 5.6 | 29.0 | 10.4 | 61.0
COc1ccccc1CNc1nc(C)c(C(=O)N(C)C)s1 | -12.7 | -2.9 | 19.2 | -2.6 | -2.5 | -12.1 | 4.8 | 0.8 | 7.0 | -14.2 | -11.5
CCCn1c(=O)c2ccccc2n2c(SCc3nc4ccccc4s3)nnc12 | -33.5 | 22.4 | -1.2 | -84.2 | -6.0 | -69.7 | -1.7 | -11.3 | -79.1 | -1.3 | -120.1
Cc1ccccc1NS(=O)(=O)c1cc(OCC(N)=O)c(C)cc1Cl | -8.3 | 5.4 | 1.7 | 3.1 | 2.8 | -15.6 | -5.0 | -19.7 | 5.8 | -13.8 | 7.7
CC(Sc1ccc(S(=O)(=O)N2CCOCC2)cc1[N+](=O)[O-])C(=O)O (centres undefined) | -4.3 | 15.3 | -9.0 | -16.2 | 36.6* | 7.7 | -12.0 | 2.7 | 3.6 | -10.8 | -2.9
CCc1ccc(CNc2ccc(N3CCN(C(C)=O)CC3)cc2)cc1 | -1.0 | 5.2 | / | 38.6 | -8.0 | 11.9 | 3.2 | 4.2 | 1.6 | 3.8 | 3.4
CC(=O)N1CCN(C(=O)c2ccc(S(=O)(=O)Nc3ccccc3F)cc2)CC1 | 2.9 | -2.3 | 3.9 | 3.0 | 3.8 | -29.1 | -1.4 | -1.6 | -10.5 | 6.9 | 2.1
CCN1CCN(c2ccc(S(=O)(=O)N3CCOCC3)cc2NC(=O)/C=C/c2ccc(C)cc2)CC1 | -3.2 | -8.0 | -10.3 | -9.4 | 5.1 | -14.2 | 1.3 | -4.2 | -33.0 | -8.5 | 7.8
Cc1cc(NC(=O)CCCC(=O)OCC(F)(F)C(F)F)cc(C)c1C(=O)O | -1.2 | 1.5 | 5.3 | 6.2 | 2.8 | -13.5 | -6.0 | 2.6 | 0.0 | -4.2 | 20.2
Cc1nc(C(=O)NCCO)cc2c1[nH]c1ccccc12 | -0.4 | -8.1 | -8.9 | -12.1 | -7.4 | 15.1 | 3.0 | -8.5 | 10.2 | -15.7 | -1.1
O=C(NCCc1ccc(Cl)cc1)c1ccc(NC2=NC3CS(=O)(=O)CC3S2)cc1 (centres undefined) | 4.1 | -5.8 | -1.5 | 14.0 | 9.5 | -13.7 | -3.8 | -17.3 | 1.6 | -2.1 | 15.7
O=C1NC(=O)/C(=C\c2ccccc2OCc2cccc([N+](=O)[O-])c2)N1 | 4.4 | 15.6 | / | 7.2 | 1.0 | -8.7 | -9.3 | 6.9 | -15.0 | -10.1 | 9.2
CSCCC(NC(=O)c1ccco1)C(=O)OC(C)C(=O)NC(=O)NC1CCCCC1 (centres undefined) | 0.7 | 1.3 | / | -4.8 | -5.4 | -16.8 | -1.3 | 6.1 | 6.9 | -4.8 | -12.5
COc1ccc(-c2cnc(C(O)c3ccc(-c4ccccc4)cc3)[nH]2)cc1 (centres undefined) | / | 4.0 | 4.7 | -17.4 | 2.2 | -3.5 | / | 4.7 | -0.3 | -11.6 | -18.6
Cc1ccc(NC(=O)[C@H](C)NC(=O)C2CCN(C(=O)[C@@H](N)C(C)C)CC2)cc1 | 12.0 | -14.9 | 4.2 | 7.5 | 2.4 | 15.2 | -6.1 | -2.3 | -1.4 | -9.5 | -10.3
CCN(CC)S(=O)(=O)c1ccc(OC)c(NC(=O)CSCc2c(C)noc2C)c1 | 2.6 | -2.0 | -10.7 | -6.9 | -3.9 | -13.8 | -7.5 | 12.6 | -12.6 | -7.8 | -7.0
Cc1cc(NC(=O)CSc2nc(N)c(NC(=O)c3ccc(F)c(F)c3)c(=O)[nH]2)no1 | 5.3 | 5.9 | 3.8 | 3.0 | 12.1 | -5.5 | 3.7 | 3.9 | 2.0 | -3.9 | -5.9
CC1=C(O)C(=O)C(c2c(C)cc(C)c(Br)c2C)=C(O)C1=O | 1.1 | 8.6 | -4.1 | 10.3 | -3.7 | -5.0 | -4.5 | 9.6 | -11.6 | 11.2 | 10.6
O=c1[nH]c(C2CCN(S(=O)(=O)c3ccccc3)CC2)nc2c1nnn2Cc1c(F)cccc1Cl | -5.5 | 11.6 | -3.9 | -18.2 | 4.7 | -14.2 | 5.5 | 28.4 | 4.3 | 1.0 | -9.1
Cc1nc2ccccc2c2oc(C(=O)N3CC(C)CC(C)C3)cc12 (centres undefined) | -0.7 | -9.6 | -8.5 | 23.6 | -9.5 | -12.5 | 3.2 | 15.1 | 14.5 | 10.7 | -5.7
COc1cccc(C(=O)N2CCN=C2SC)c1 | 1.5 | 2.4 | -6.6 | 5.4 | 2.7 | 1.3 | 5.6 | 1.2 | 4.6 | -1.5 | -11.1
CN(C)S(=O)(=O)c1cc(NC(=O)COC(=O)c2ccc3c(c2)OCO3)ccc1Cl | 1.8 | 9.9 | 1.1 | -23.4 | -3.4 | -7.2 | -6.1 | -5.2 | -4.9 | 2.0 | -6.2

One compound at a time (already shown). Screens in order: LMP1 NFkB inh | TROY NFkB inh | Vif inh | LRH-1 inv ag | NOD2-RIPK2 inh | SRC2 inh | TLR9-MyD88 block | COUP-TFII inh | NCOA1 inh | TRAIL sens C8 | NCOA3 inh
Record of Cc1nc2ccccc2c2oc(C(=O)N3CC(C)CC(C)C3)cc12 (centres undefined) = -0.7 | -9.6 | -8.5 | 23.6 | -9.5 | -12.5 | 3.2 | 15.1 | 14.5 | 10.7 | -5.7
Record of O=c1[nH]c(C2CCN(S(=O)(=O)c3ccccc3)CC2)nc2c1nnn2Cc1c(F)cccc1Cl = -5.5 | 11.6 | -3.9 | -18.2 | 4.7 | -14.2 | 5.5 | 28.4 | 4.3 | 1.0 | -9.1

Further compounds:
mol | LMP1 NFkB inh | TROY NFkB inh | Vif inh | LRH-1 inv ag | NOD2-RIPK2 inh | SRC2 inh | TLR9-MyD88 block | COUP-TFII inh | NCOA1 inh | TRAIL sens C8 | NCOA3 inh
O=C(COc1ccc2ccc(=O)oc2c1)Nc1cccc(S(=O)(=O)N2CCCCC2)c1 | 8.6 | 40.6 | -0.7 | -10.3 | -8.7 | 3.8 | 0.8 | 2.4 | -5.9 | -7.4 | 0.7
COC(=O)C[C@H]1C[C@@H]2c3cc(NS(=O)(=O)c4cccc(OC)c4)ccc3O[C@@H]2[C@@H](CO)O1 | 3.7 | -9.5 | -1.5 | -29.8 | -2.1 | 6.3 | 0.1 | -4.2 | -13.2 | 5.9 | -0.6
NC(=O)c1cc(Sc2ccccc2)nc2ccccc12 | 17.1 | 9.3 | -4.2 | 5.8 | -11.4 | 26.4 | 6.3 | -4.1 | 32.4 | 18.2 | 35.6
CC(=O)c1ccccc1NC(=O)CC1(CC(=O)O)CCCCC1 | -4.0 | 2.5 | -3.0 | -5.9 | -7.4 | -31.2 | 13.6 | 1.8 | 11.8 | -6.0 | 16.3
Cn1c(Oc2cccnc2CN2CCCC2)nc2cc(-c3cccc(C(F)(F)F)c3)sc2c1=O | / | -28.1 | 8.1 | -17.1 | 6.5 | -7.7 | / | -19.1 | -25.5 | 3.5 | -9.5
